High-throughput results: PubChem BioAssay, several laboratories
HSF-1 act = increases HSF-1 driven luciferase reporter signal. NIH3T3-HGL HSF-1 luciferase reporter, MG132, 8 h; 100% = twice DMSO control signal. actives 1.7% (n = 300,000). activation, % at 9 µM;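 active = mean replicate activation of at least 50% with a set share of replicates each reaching 50%; inconclusive = only one of those two conditions met; inactive = mean below 50% and too few replicates reaching it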;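 note: 0% = median of the neutral control wells and 100% = twice that signal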
IEC-6 cytotox = kills IEC-6 intestinal cells in KLF5 counter-screen; IEC-6 cytotoxicity, luminescence viability; inhibition, % at 5 µM; actives 0.78% (n = 290,000); AID 1825; in the data active = inhibition above about 22%;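 note: 0% = plate median of test compound wells and 100% = cytotoxic reference compound wells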
HSP90 inh = inhibitors of HSP90 luciferase refolding in rabbit reticulocyte lysate | inhibition, % at 5.6 µM | actives 0.91% (n = 290,000) | AID 1789 | luciferase refolding luminescence, 3 h;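 active = inhibition above the screen-wide mean plus 3 SD, computed separately per campaign, cut at about 16% in these data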;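 note: 0% = DMSO wells and 100% = 60 µM geldanamycin wells; inhibitors lower the luminescence because luciferase stays unfolded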
AI-2 QS mod = modulators of Vibrio harveyi AI-2 quorum sensing system. activity change, % at 7.5 µM. AID 2094. actives 0.4% (n = 300,000). Vibrio harveyi JMH597 AI-2 luminescence/OD600 ratio, 9 h; stronger effect = lower value; strain lacks LuxN and CqsS sensors; 0 = neutral-control median; in the data active = activity change below about -75%, passing the limit was not always enough; inconclusive = no clear call, values can overlap the other calls;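 note: luminescence divided by OD600 gain over 9 h not by final OD600 alone; inactives centre near 13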
HSF1 inhib = HSF1 inhibition | AID 2098 | activity change, negative = inhibition, % at 7.5 µM (by protocol) | actives 0.77% (n = 300,000) | NIH3T3-HGL HSE-luciferase, MG132-induced, luminescence 8 h; stronger effect = lower value;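 active = more than half of replicate wells show activity change below -50%, luminescence cut by over half; inconclusive = some wells, but at most half, below -50%; inactive = no replicate well below -50%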;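 note: luciferase reports HSF-1 transcriptional activity via heat shock element; 0% = median of DMSO wells and -100% = zero luminescence signal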
Platelet DG rel = platelet dense granule release activity | human platelet-rich plasma, SFLLRN dense granule ATP release, luminescence | inhibition, %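 (compounds screened at 7.5 µM in platelet-rich plasma)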 | actives 0.22% (n = 300,000);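 active = mean replicate score, as percent of positive control, at or above 50; inconclusive = mean below 50 but at least one replicate at or above 50; inactive = mean and every replicate below 50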
KLF5 inh = suppresses KLF5 promoter-driven expression; DLD-1 KLF5 promoter-luciferase reporter, luminescence; inhibition, % at 5 µM; actives 0.23% (n = 290,000);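 active = inhibition above a per-plate limit of that plate's mean compound inhibition plus 3 SD, cut at about 60% in these data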;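 note: 0% = DMSO wells and 100% = LY294002 at 200 µM; higher means less KLF5 promoter-driven luciferase light; inactives centre near -14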
aSyn UTR inh = MLPCN primary screen, SNCA 5' untranslated region. alpha-synuclein 5'UTR reporter, inhibitor activity. inhibition, % (tested at 7.5 µM). actives 0.82% (n = 300,000); in the data active = inhibition above about 60%; inconclusive = no clear call, values can overlap the other calls;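 note: H4 neuroglioblastoma cells stably carrying SNCA 5'UTR luciferase fusion; 0% = DMSO wells and 100% = positive control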
HIF activator = HIF pathway transcriptional activation; actives 0.32% (n = 300,000); U2OS HRE-luciferase reporter, luminescence; normalized: DMSO 0%, desferrioxamine 100%; activation, % at 7.5 µM (by protocol);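 active = mean activation of at least 10% of the iron chelator positive control signal, with at least half of replicates also reaching 10%; inconclusive = mean and replicate majority disagree about reaching 10%; inactive = mean and most replicates under 10%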
HDAC3 inhib = human HDAC3 inhibition; actives 0.15% (n = 320,000); inhibition, % at 8.3 µM; recombinant HDAC3, fluorogenic peptide/trypsin coupled, fluorescence; AID 2718; in the data active = inhibition above about 26%, passing the limit was not always enough; inconclusive = no clear call, values can overlap the other calls
Target sequence (O15379 whole entry, looked up): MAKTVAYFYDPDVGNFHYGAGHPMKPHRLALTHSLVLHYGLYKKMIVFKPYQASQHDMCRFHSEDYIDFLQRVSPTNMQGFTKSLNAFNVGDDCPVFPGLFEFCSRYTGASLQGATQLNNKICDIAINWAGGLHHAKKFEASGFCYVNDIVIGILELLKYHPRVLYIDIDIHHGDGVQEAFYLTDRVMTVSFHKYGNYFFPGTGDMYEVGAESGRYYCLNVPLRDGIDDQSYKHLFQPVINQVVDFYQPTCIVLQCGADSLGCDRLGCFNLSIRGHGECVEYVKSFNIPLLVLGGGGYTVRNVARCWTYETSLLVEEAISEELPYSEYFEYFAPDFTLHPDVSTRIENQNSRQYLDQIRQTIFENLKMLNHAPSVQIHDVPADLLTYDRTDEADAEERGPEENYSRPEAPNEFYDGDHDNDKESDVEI
* hit, by the source's call; ? = inconclusive; . = not tested or not shown.

Preview:
SMILES	HSF-1 act	IEC-6 cytotox	HSP90 inh	AI-2 QS mod	HSF1 inhib	Platelet DG rel	KLF5 inh	aSyn UTR inh	HIF activator	HDAC3 inhib
CNC(=O)C1C2C=CC3(O2)C1C(=O)N(C1CC1)C3C(=O)NCc1ccc(OC)cc1 (stereo unspecified)	-5	-3	0	-1	-9	-4	13	-19	-0.2	-8
O=C(NCC1CCCO1)c1ccccc1-c1nc(-c2ccccc2)no1 (stereo unspecified)	.	8	4	27	.	.	-21	.	.	1

The list itself (from the top)
SMILES	HSF-1 act	IEC-6 cytotox	HSP90 inh	AI-2 QS mod	HSF1 inhib	Platelet DG rel	KLF5 inh	aSyn UTR inh	HIF activator	HDAC3 inhib
CNC(=O)C1C2C=CC3(O2)C1C(=O)N(C1CC1)C3C(=O)NCc1ccc(OC)cc1 (stereo unspecified)	-5	-3	0	-1	-9	-4	13	-19	-0.2	-8
O=C(NCC1CCCO1)c1ccccc1-c1nc(-c2ccccc2)no1 (stereo unspecified)	.	8	4	27	.	.	-21	.	.	1
CCCCC(C(=O)NC1CCCC1)N(C(=O)c1snc(C(N)=O)c1N)c1ccc(F)cc1 (stereo unspecified)	-10	2	1	16	3	19	-4	2	-0.1	5
O=C1NC(=Nc2ccccc2Cl)S/C1=C\c1cccc([N+](=O)[O-])c1O	11	2	-1	7	5	3	-24	4	-1.4	5
Cc1ccc(C)c(Sc2ccc(NC(=O)CCl)cc2)c1	75*	6	4	39	32	8	-14	-14	-0.5	0
Cc1ccc(CNC(=O)c2cc(-c3cc(C)cc(C)c3O)n[nH]2)cc1	6	-7	-3	-38	-1	-1	-7	2	0.2	-1
CC1CCCCN1S(=O)(=O)c1ccc(C(=O)Nc2nnc(-c3cccs3)o2)cc1 (stereo unspecified)	-36	29*	0	27	-41	-1	17	90*	-0.2	4
Cc1ccc(-n2nnnc2SCC(=O)Nc2ccccc2-c2ccccc2)cc1C	4	-8	6	8	3	-34	-8	-11	-0.4	5
O=C(NCCC(=O)N1CCN(c2ncccn2)CC1)c1ccccc1Cl	-5	-4	4	8	-4	-1	-6	-7	-0.1	2
COc1cc(/C=N/NC(=S)NC2CC3C=CC2C3)cc(OC)c1OC (stereo unspecified)	164*	28*	0	17	123	-3	-21	10	-0.1	1
CCC(c1nnc(SCC(=O)N2CC3(C)CC2CC(C)(C)C3)o1)N(C)C (stereo unspecified)	3	-2	-1	12	-4	8	14	15	-0.9	-6
CC(NC(=O)C1CCN(S(=O)(=O)N2CCC3(CC2)OCCO3)CC1)c1ccccc1 (stereo unspecified)	8	-2	1	17	-3	3	32	0	0.3	-3
COc1ccccc1N1CSC2=C(C#N)C(c3ccc(SC)cc3)CC(=O)N2C1 (stereo unspecified)	12	-11	0	38	2	-1	-10	2	-0.2	?
NC(=O)Nc1ccc2c(c1)OCCO2	11	8	1	12	13	3	-30	-113	4.1	-8
Cc1c(NC(=O)CSCc2ccccc2)cccc1C(=O)O	7	0	4	4	-1	6	-44	-23	1.2	2
Fc1ccc(CNCC2CCCO2)cc1 (stereo unspecified)	4	0	0	24	-2	-5	-25	1	1.4	.
O=C(Nc1ccc(Cl)cc1)C(c1ccccc1)N(CCO)CCO (stereo unspecified)	25	2	-6	3	16	2	-23	-6	1.8	-2
Cn1c(SCC(=O)Nc2ccccc2)nc2ccccc2c1=O	8	6	1	12	-3	3	-14	-13	-1.0	-5
O=C(CSc1nnnn1-c1ccccc1Cl)Nc1ccc2c(c1)OCCO2	-38	3	2	10	-29	7	-16	-52	-0.2	-10
CC(C)C(NC(=O)c1c(F)cccc1F)C(=O)NCCc1ccc(S(N)(=O)=O)cc1 (stereo unspecified)	9	1	0	2	-10	-8	-16	9	0.2	0
CCC(c1nnnn1CCc1ccccc1)N(Cc1ccco1)Cc1cc2cccc(C)c2[nH]c1=O (stereo unspecified)	90*	-4	5	14	68	-7	-14	16	-0.4	11
CCC(=O)N(Cc1cc2ccccc2[nH]c1=O)c1ccccc1OC	11	-9	-8	8	-4	1	-8	9	0.0	5
CCCCNS(=O)(=O)c1ccc2nc(-c3cccnc3)cc(C(=O)NCCCN(CC)CC)c2c1	-9	-1	-2	-8	3	-4	7	4	-0.6	-1
CCc1ccc(-c2cc(C(=O)N/N=C/c3ccco3)[nH]n2)cc1	10	6	-5	9	9	5	-55	1	2.8	8
CCSc1nc2c(c(=O)[nH]c(=O)n2C)n1C/C=C(/C)Cl	.	-3	-1	.	.	.	-22	.	.	-3
COc1ccc([N+](=O)[O-])cc1NC(=O)/C=C/C(=O)O	35	-1	-3	-1	5	-9	28	-18	0.7	4
CCc1cc2cc(C)c(C)cc2nc1SCC(=O)Nc1cc(C)on1	-6	-3	-3	15	0	5	-10	28	-0.3	-18
Cn1cccc1/C=N/NC(=O)Cn1cnc2ccccc21	-23	4	-3	10	-6	-16	-7	8	0.0	.
CCOc1cc(/C=C(/C#N)c2nc3ccccc3[nH]2)ccc1Oc1ccc([N+](=O)[O-])cn1	24	0	-1	9	29	8	-36	0	2.5	-1
COc1ccc(-c2cc(C(=O)N3CCOCC3)no2)cc1	10	-1	37*	10	-4	1	-31	73*	-2.4	0
O=C(O)CC/C(=C\c1cccc(NC(=O)c2ccccc2Cl)c1)c1nc2ccccc2s1	8	0	-5	34	2	-1	-18	11	0.1	2
FCCCOc1ccc(-c2nccc(-c3ccc(Cl)cc3)n2)cc1	-27	6	5	0	-9	12	10	-18	0.7	-9
Cc1csc(=N)n1CC(=O)N1CCc2ccccc21	-10	0	4	23	-11	18	-24	-3	0.0	-1
COc1cccc(NC(=S)N/N=C2/CCCCc3ccccc32)c1	-6	-4	1	65	-5	-16	-18	-178	2.2	.
O=C(COC(=O)C1(c2ccc(Cl)cc2)CCCC1)NC1CCS(=O)(=O)C1 (stereo unspecified)	-1	6	2	-2	1	-5	1	5	-0.3	0
CCOc1ccc(-c2cc(C(=O)OC)[nH]n2)cc1	42	-4	2	10	19	7	-70	-103	3.1	2
COc1ccccc1N1CCN(C(c2ccc(F)cc2)c2nnnn2C(C)C)CC1 (stereo unspecified)	7	0	0	2	1	1	-3	15	0.3	.
Cc1nc2sc(C(c3ccco3)N3CCN(c4cccc(Cl)c4)CC3)c(O)n2n1 (stereo unspecified)	21	8	7	10	5	11	-23	18	-0.3	10
CC(C)C[C@H](NC(=O)c1nc[nH]c1C(=O)NC1CCNCC1)C(=O)OC(C)(C)C	-8	.	.	10	-5	3	.	0	-0.3	2
COc1ccc(NC2CCCN(C(=O)c3ccc4nc(C)c(C)nc4c3)C2)cc1OC (stereo unspecified)	-1	-3	-6	-1	3	-26	-20	-15	-1.0	0
CCOc1ccccc1NC=C1C(=O)OC(C)(C)OC1=O	6	14	6	19	12	1	10	16	0.0	?
CC(Sc1ncnc2c1cnn2-c1ccccc1)C(=O)NCC1CCCO1 (stereo unspecified)	-6	0	1	18	8	0	6	-19	1.0	0
COc1ccc(C(=O)NN=C(Cc2ccccc2)Cc2ccccc2)cc1OC	22	2	3	-5	10	-1	-6	-3	0.0	-4
Cc1cc(=O)n2c3ccccc3n(CC(O)CN3CCCC3)c2c1C#N (stereo unspecified)	-12	5	2	18	5	0	-6	-13	-0.1	-2
CCN1CCN(C(c2cccs2)C(C)NC(=O)c2ccccc2)CC1 (stereo unspecified)	-12	-1	-1	9	-2	30	3	-6	0.4	-10
COc1ccc(N2CC(C(=O)N/N=C/c3ccc(C)cc3)CC2=O)cc1 (stereo unspecified)	-1	16	2	26	-1	0	21	-23	0.4	1
Cc1cc(=O)oc2c(C)c(OC3CCCCC3=O)ccc12 (stereo unspecified)	13	6	3	23	1	-1	-21	-20	0.5	-36
CCOC(=O)[C@@H]1[C@H]2COc3ccc(Br)cc3[C@H]2N2C(=O)N(c3ccc(F)cc3)C(=O)[C@]12C	20	10	-4	35	11	5	8	20	-0.1	10
CCOc1ccc(/C=C/C(=O)N(CC)CC(=O)NCc2cccs2)cc1OC	-14	.	.	8	-4	1	.	19	-0.5	0
O=C(Nc1ccc(C(F)(F)F)cc1)c1ccc2nc[nH]c2c1	14	-1	-2	-3	6	-4	-18	-78	1.8	1
Following part
SMILES	HSF-1 act	IEC-6 cytotox	HSP90 inh	AI-2 QS mod	HSF1 inhib	Platelet DG rel	KLF5 inh	aSyn UTR inh	HIF activator	HDAC3 inhib
Cc1ccc(/C=N/NC(=O)c2ccccc2OCc2cccc(Br)c2)o1	34	-4	-2	25	12	-1	3	-15	-0.6	-1
Cc1nc2ccc(NC(=O)NCc3ccco3)cc2s1	5	-4	0	-31	0	6	-29	-60	2.1	2
COc1ccc(CCNC(=S)N2CCN(S(=O)(=O)c3ccccc3F)CC2)cc1	7	-11	3	9	-1	-9	-39	12	-0.2	7
COC(=O)c1ccc(N2CCN(c3ccccc3)CC2)c(NC(=O)C2CC2)c1	-12	-4	1	19	-4	0	1	-3	-0.2	2
O=c1[nH]c(CCl)nc2cc(-c3ccc(Cl)cc3)sc12	12	5	15	21	8	48	7	-9	-0.3	4
COc1cc(/C=C2/NC(=O)N(Cc3ccccc3F)C2=O)ccc1O	107*	4	-3	-1	69	-13	-15	-3	0.0	13
COc1cc(C(=O)NCc2ccc(C(=O)NCC(OC)OC)cc2)cc(OC)c1OC	-4	3	0	6	-1	-3	-3	-4	0.1	2
COc1cc(OC)c(C2N(c3ccc(Cl)cc3)C(=O)C3CCCN32)cc1OC (stereo unspecified)	-4	4	0	15	-6	6	-25	-34	0.4	1
Cc1ccc(S(=O)(=O)NCCSCc2ccco2)cc1	8	3	1	-11	8	-6	-7	-6	0.0	3
CC(=O)Nc1ccccc1NC(=O)C/C(C)=N/NC(=O)c1cccnc1	14	-4	-2	.	-5	-4	1	-20	-0.2	-4
Cc1cccc(CC2CC(=O)N(CCc3ccc4c(c3)OCO4)C2=O)c1 (stereo unspecified)	14	1	6	-20	2	-2	-11	1	-1.3	2
O=C(c1cccc(S(=O)(=O)NCc2ccccc2)c1)N1CCCCC1	-17	.	.	19	-4	6	.	7	0.0	1
COc1ccc(NC(=O)c2cc(-c3cc(Cl)ccc3O)n[nH]2)c(OC)c1	-86	-1	8	-2	-81*	-5	-20	-1	1.2	-3
Cc1c(NC(=O)c2ccccc2NS(=O)(=O)c2ccc(F)cc2)c(=O)n(-c2ccccc2)n1C	15	-4	-3	-8	4	1	-8	11	0.1	0
Cc1cc(C)c2[nH]c(=O)c(CN(Cc3nnnn3C3CCCC3)C3CCCCC3)cc2c1	5	-4	1	-3	-10	-6	-17	-8	.	.
Cc1ccccc1Cn1cc(/C=N/n2cnnc2)c2ccccc21	-9	6	1	4	4	2	-26	-14	0.2	5
CCOC(=O)C1CCCN(C(=O)CN2C(=O)NC(C)(c3ccc4ccccc4c3)C2=O)C1 (stereo unspecified)	6	.	.	15	4	2	.	9	-0.1	4
C[C@H]1CN=C(Nc2ccccc2)N1CC1CCC1	-3	7	3	10	-2	0	-25	5	-0.2	4
CC(=O)N1CCN(S(=O)(=O)c2cccc(C(=O)NNC(=O)COc3ccc(Cl)cc3C)c2)CC1	5	.	.	15	-1	.	.	9	0.5	-4
O=C(O)c1cn(-c2ccc(N3CCCC3)c(F)c2)c2c(F)c(F)c(F)cc2c1=O	-21	2	2	20	-6	-2	-28	-2	-0.2	-3
